# Mot1-301 SUMO: blocks SUMOylation pathway, rescuing yeast Mot1-301 growth; S. cerevisiae Mot1-301 growth rescue, ATP luminescence, 38.5C; percent above DMSO median, 100 means doubled; growth rescue, % at 18.8 µM; 1% of 320,000 active; AID 2716;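 active = every valid replicate shows activation above 250% relative to neutral control wells; inactive = the rest, any valid replicate at or below 250%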;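 also: OY570 slx delta 5 strain wells were the positive control but not used for scaling; some compounds called inactive have numbers as strong as hits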
# PfHsp90 yeast 2: growth inhibition of yeast expressing Plasmodium Hsp90. S. cerevisiae expressing PfHsp90, BacTiter-Glo ATP, 48 h; yeast lacking PDR1 and PDR3 efflux regulators. inhibition, % at 9.4 µM. 0.32% of 310,000 active. AID 504621;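 active = every replicate shows inhibition above about 80%, whatever the replicate mean, limit read from the data; inconclusive = mean inhibition reaches the set limit but some replicate falls short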;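 also: 0% = DMSO neutral controls and 100% = 20 µM radicicol positive controls; yeast relying on Plasmodium falciparum Hsp90 in place of its own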
# phage Ecoli inh: E. coli growth loss with phage present | growth absorbance | 0.26% of 360,000 active | inhibition, % at 11.9 µM | AID 651602; in the data active = inhibition above about 11%
# AddAB inh: less growth of phage-infected E. coli with AddAB. E. coli expressing H. pylori AddAB, absorbance growth. inhibition, % at 11.9 µM. 0.29% of 330,000 active; in the data active = inhibition above about 12%;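 also: 0% = vehicle wells of infected cells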
# Tat transport: inhibitors of E. coli Tat protein transport | E. coli MC4100 TorA-mCherry Tat export, fluorescence | inhibition, % at 10 µM | 0.036% of 340,000 active | AID 488895;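 active = mean replicate inhibition at least 50% and at least half of replicates individually reaching 50%; inconclusive = only one of the two criteria met; inactive = neither criterion met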;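 also: exported cargo escapes ClpAP degradation while cytoplasmic cargo is degraded and loses fluorescence; 0% = median of neutral control wells and 100% = median of NaSCN control wells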
# MOR-DOR inv ag: inverse agonist of human OPRM1-OPRD1 heterodimerization; P35372+P41143; cell-based MOR-DOR heterodimer luminescence, inverse agonism; inhibition, % at 9.3 µM; 0.21% of 340,000 active; AID 504357; in the data active = inhibition above about 22%, passing the limit was not always enough;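 also: 0% = cells with DMSO and 100% = wells without cells with DMSO; values of inactives mirror those of a sister screen read the other way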
# PKA-R1A act: PKA-R1A complex activation; 0.083% of 340,000 active; activation, % at 11.4 µM; PKA-R1A dissociation, Cy5-IP20 fluorescence polarization; scaled: DMSO 0%, 113 µM cGMP 100%; P00514+P68181;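 active = percent activation above the mean of all tested compounds plus 3 SD, cut at about 19% in these data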;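 also: higher means more PKAc released from R1A so a rise in polarization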
# Arr AP2 block: human beta-arrestin and AP2 interaction inhibition | FITC-arrestin peptide / GST-AP2 beads, flow cytometry; AP2 beta2 appendage carries R879A mutation | inhibition, % at 10 µM | 0.31% of 340,000 active | AID 504490;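 active = inhibition above a set limit, near 3 SD of compounds lacking own fluorescence, cut at about 54% in these data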;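 also: plate controls were DMSO wells for no effect and 5 µM unlabelled arrestin peptide for full effect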
#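 System: GST-AP2 R879A bound to glutathione beads, E. coli-expressed. Also added: 50 nM FITC-arrestin peptide. Schedule: compound with beads 12 min RT, then probe 1 h RT. Signal: bead flow cytometry, FITC channel. Read-out basis: percent response.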
# Ecoli viability: counter-screen for AddAB inhibitors: E. coli growth inhibition. inhibition, % at 11.9 µM. 0.27% of 330,000 active. E. coli V3065 growth, OD600 absorbance, 18 h. AID 449728;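 active = inhibition above the campaign's mean inhibition across all tested compounds plus 3 SD, cut at about 9.9% in these data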;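 also: uninfected addAB+ strain grown without phage in ampicillin broth; 0% = DMSO wells and 100% = ciprofloxacin 0.95 µg/ml wells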
# Pemphigus Ab inh: human desmoglein-3 autoantibody binding inhibition. P32926. 0.48% of 310,000 active. AID 588358. DSG3-coupled beads, scFv-anti-DSG3-GFP binding, flow cytometry; hits give low values. binding (percent of control), % at 10 µM;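 active = binding more than 3 SD below its plate's average and above zero; inconclusive = below that plate limit but binding exactly zero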;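 also: hits lower antibody fragment binding to DSG3; some compounds called inactive have numbers as strong as hits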
# Target sequence (P32926 whole entry, looked up, the tested form may be a part): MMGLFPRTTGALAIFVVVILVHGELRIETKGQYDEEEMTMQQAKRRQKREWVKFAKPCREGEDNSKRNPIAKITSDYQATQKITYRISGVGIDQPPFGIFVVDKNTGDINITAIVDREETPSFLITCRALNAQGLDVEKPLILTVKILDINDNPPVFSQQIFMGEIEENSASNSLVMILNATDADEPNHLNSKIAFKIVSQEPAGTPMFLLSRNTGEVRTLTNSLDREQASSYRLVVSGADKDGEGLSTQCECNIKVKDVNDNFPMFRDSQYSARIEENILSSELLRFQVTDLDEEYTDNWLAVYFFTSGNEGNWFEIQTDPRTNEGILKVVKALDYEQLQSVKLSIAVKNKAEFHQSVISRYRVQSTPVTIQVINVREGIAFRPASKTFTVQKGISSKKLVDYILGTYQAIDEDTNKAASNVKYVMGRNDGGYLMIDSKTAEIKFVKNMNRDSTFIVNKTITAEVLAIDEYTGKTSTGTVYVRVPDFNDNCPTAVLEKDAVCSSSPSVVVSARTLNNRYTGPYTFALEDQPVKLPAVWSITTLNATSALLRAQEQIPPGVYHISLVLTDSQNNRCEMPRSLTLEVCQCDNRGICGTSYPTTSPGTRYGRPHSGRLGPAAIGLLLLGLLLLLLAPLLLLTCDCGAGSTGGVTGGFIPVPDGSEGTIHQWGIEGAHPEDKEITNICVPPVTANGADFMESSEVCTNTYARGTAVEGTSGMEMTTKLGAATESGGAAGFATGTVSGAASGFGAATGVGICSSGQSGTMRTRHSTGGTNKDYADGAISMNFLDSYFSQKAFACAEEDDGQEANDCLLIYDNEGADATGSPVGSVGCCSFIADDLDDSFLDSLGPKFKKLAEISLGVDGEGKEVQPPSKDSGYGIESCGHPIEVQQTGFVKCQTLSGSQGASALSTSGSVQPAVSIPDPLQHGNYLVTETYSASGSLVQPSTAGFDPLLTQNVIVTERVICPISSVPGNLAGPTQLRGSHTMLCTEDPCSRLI
# OPRM1-OPRD1 ag: OPRM1-OPRD1 heterodimerization agonism; P35372+P41143; cells, luminescence; activation, % at 9.3 µM; 0.3% of 340,000 active; AID 504326; in the data active = activation above about 18%;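 also: 0% = vehicle-treated cells and 100% = reference agonist; values of inactives mirror those of a sister screen read the other way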
# * = called active by the depositor; ? = inconclusive; nt = not tested or not shown; & = joins results of further samples.
smiles	Mot1-301 SUMO	PfHsp90 yeast 2	phage Ecoli inh	AddAB inh	Tat transport	MOR-DOR inv ag	PKA-R1A act	Arr AP2 block	Ecoli viability	Pemphigus Ab inh	OPRM1-OPRD1 ag
COc1cccc2c(=O)n(CC(=O)NC3CCCCC3)ccc12	-12.7	2.7	1.0	1.9	1.0	14.8	1.3	11.5	-0.5	96.7	-2.7
CCS(=O)(=O)n1c(Cc2cccs2)nc2ccccc21	1.4	19.3	5.6	8.6	-13.1	3.1	-4.0	15.4	6.2	103.3	-0.5
CCNc1nc(NC(C)(C)C)nc(N(CC)n2cnnc2)n1	39.5	-12.2	0.0	-2.9	?	10.6	-14.9	23.1	1.2	97.6	-1.8
CNC[C@H]1Oc2c(NS(=O)(=O)c3ccc(OC)cc3)cccc2C(=O)N([C@H](C)CO)C[C@@H]1C	nt	4.3	3.3	3.7	4.7	9.6	8.2	-5.6	-0.9	96.7	-2.0
CCCSc1nnc(NC(=O)c2sc3nc(-c4cccs4)ccc3c2N)s1	22.5	nt	-0.9	0.7	-6.3	-8.4	-7.8	3.0	-4.7	nt	1.7
COc1ccc(CCN(C)C2CCCN(S(C)(=O)=O)C2)cc1OC (centres undefined)	-14.5	6.9	1.5	2.5	-11.6	1.2	-0.5	8.6	-0.5	116.9	-0.2
Cc1cc(C)c2[nH]c(=O)c(CN(Cc3cccs3)C(=S)NCC3CCCO3)cc2c1 (centres undefined)	1.4	8.2	3.0	0.3	4.5	1.9	9.2	-11.6	-2.0	84.9*	-0.4
Cc1cc(S(=O)(=O)NC(C)C)ccc1OCC(=O)Nc1ccc2c(c1)OCCO2	-2.9	-8.0	3.7	-1.5	-1.5	4.3	7.6	63.1*	-0.3	93.9	-0.8
Cc1ncc([N+](=O)[O-])n1S(=O)(=O)c1cc(Cl)ccc1Cl	-16.7	-19.0	2.7	3.3	-7.2	11.0	-5.9	-6.7	0.7	104.5	-2.1
CCOc1ccc(CCNC(=O)c2cccnc2N2CCCC2)cc1OCC	nt	9.0	-1.8	-0.8	1.4	10.3	9.8	-0.4	0.4	92.6	-1.8
O=S(=O)(Nc1ccc(N2CCCCC2)cc1)c1ccccc1	14.1	-7.0	1.1	-1.4	-0.6	-9.3	1.4	16.6	-1.4	127.9	1.7
COc1cccc(NC(=O)c2cccc(C(=O)Nc3cccc(OC)c3)c2)c1	-0.3	-4.5	2.1	2.9	-17.7	-7.3	-9.2	13.8	-0.3	74.0	1.5

# Quoted at random: 3 records from the list, in no set order.
smiles	Mot1-301 SUMO	PfHsp90 yeast 2	phage Ecoli inh	AddAB inh	Tat transport	MOR-DOR inv ag	PKA-R1A act	Arr AP2 block	Ecoli viability	Pemphigus Ab inh	OPRM1-OPRD1 ag
CCNc1nc(NC(C)(C)C)nc(N(CC)n2cnnc2)n1	39.5	-12.2	0.0	-2.9	?	10.6	-14.9	23.1	1.2	97.6	-1.8
COc1cccc(NC(=O)c2cccc(C(=O)Nc3cccc(OC)c3)c2)c1	-0.3	-4.5	2.1	2.9	-17.7	-7.3	-9.2	13.8	-0.3	74.0	1.5
CCS(=O)(=O)n1c(Cc2cccs2)nc2ccccc21	1.4	19.3	5.6	8.6	-13.1	3.1	-4.0	15.4	6.2	103.3	-0.5

# Continued.
smiles	Mot1-301 SUMO	PfHsp90 yeast 2	phage Ecoli inh	AddAB inh	Tat transport	MOR-DOR inv ag	PKA-R1A act	Arr AP2 block	Ecoli viability	Pemphigus Ab inh	OPRM1-OPRD1 ag
Cc1ccc(NC(=O)C(c2ccccc2)N2CCN(CC(=O)N3CCOCC3)CC2)cc1 (centres undefined)	-6.7	-2.6	-1.5	0.3	-0.7	12.8	-0.1	5.5	0.2	100.3	-2.5
O=C(Nc1ccc(Br)cc1)c1cc(-c2cccs2)on1	-9.6	-1.3	0.9	3.2	-2.1	-3.0	-0.8	-4.9	-0.4	103.2	0.4
O=C(CSc1nnc(-c2cccnc2)n1Cc1ccco1)N1CCc2ccccc21	-12.6	9.0	3.4	-2.4	3.6	13.4	8.3	5.6	-1.9	100.3	-2.7
O=C(COC(=O)c1c[nH]c(=O)[nH]c1=O)NCc1ccccc1	-2.6	-4.3	4.5	-2.0	-3.0	12.3	4.0	-0.8	-0.5	99.0	-2.5
Cc1[nH]c2ccccc2c1C(=O)CSc1ccccn1	-2.2	-14.5	6.4	0.8	-0.3	-0.6	-11.3	0.6	-1.2	97.3	0.1
O=C(COC(=O)Cc1ccccc1F)Nc1cccc(S(=O)(=O)NC2=NCCCCC2)c1	-14.9	7.1	4.1	1.9	4.4	5.4	3.8	6.1	0.4	98.0	-1.0
COc1ccc(S(=O)(=O)Nc2ccc3c(c2)C(=O)N([C@H](C)CO)C[C@H](C)[C@@H](CN(C)C(=O)Nc2ccc4c(c2)OCO4)O3)cc1	-19.2	-15.0	0.6	1.1	-5.9	13.4	-2.4	3.3	-2.0	97.9	-2.3
CCN(CC)C(=O)C1CCCN(c2ncnc3c2cnn3-c2ccc(Cl)cc2)C1 (centres undefined)	7.6	6.3	0.2	-0.6	12.6	0.5	-2.6	4.0	1.5	103.6	-0.1
O=C(Nc1ccc2c(c1)nc1n2CCSC1)c1ccco1	-12.2	nt	3.7	-0.6	-2.6	12.1	7.1	16.6	0.8	nt	-2.1
Cc1sc2ncnc(SCC(=O)NCC3CCCO3)c2c1C (centres undefined)	11.9	-3.6	-1.7	0.6	-2.6	7.8	-0.8	7.6	-0.2	nt	-1.9
c1cncc(-c2nn3c(Cn4cnc5ccccc54)nnc3s2)c1	-20.9	10.1	3.3	-0.4	-0.7	6.7	-7.5	-45.3	-2.1	101.3	-1.2
COc1nc(Nc2ccc(O)cc2)nc(OC(C(F)(F)F)C(F)(F)F)n1	0.6	nt	4.2	-1.3	-7.1	-9.8	-10.0	6.1	-0.6	103.1	2.2

# Other results follow:
smiles	Mot1-301 SUMO	PfHsp90 yeast 2	phage Ecoli inh	AddAB inh	Tat transport	MOR-DOR inv ag	PKA-R1A act	Arr AP2 block	Ecoli viability	Pemphigus Ab inh	OPRM1-OPRD1 ag
Cc1cccc(OCCCC(=O)NCc2ccco2)c1	-7.3	5.1	nt	3.3	-5.0	8.4	-0.4	1.1	2.1	99.5	-1.6
O=C(CCC(=O)N1CCCCCC1)NCc1ccc(F)cc1	-0.3	4.5	0.3	1.0	3.0	9.8	-3.1	29.4	-1.3	93.9	-2.1
CCC1CCCCN1C(=O)CSc1nnc(-c2cccs2)o1 (centres undefined)	-0.5	7.2	3.3	0.5	-3.8	14.0	-8.0	-5.9	-1.4	113.4	-3.4
O=C(NCCc1ccc(Cl)cc1)C1CCN(S(=O)(=O)c2cccs2)CC1	2.0	24.9	1.4	1.7	27.6	5.6	2.0	-9.0	4.0	104.4	-1.0
CC(C)NS(=O)(=O)c1ccc2c3c(cccc13)CC2	-7.5	-1.6	1.2	1.7	0.5	18.1	7.1	8.8	-2.4	94.8	-3.7
NNC(=O)CNS(=O)(=O)c1ccc([N+](=O)[O-])cc1	-15.3	2.9	3.3	2.3	-0.5	-23.0	-12.9	17.1	0.0	100.6	4.4
COC(c1ccccc1)c1nnc(CCC(=O)NCc2cccc(-n3cccn3)c2)o1 (centres undefined)	-18.4	1.5	2.0	-0.9	1.2	18.1	-15.0	-5.9	0.8	91.7	-3.9
COc1cccc(NC(=O)CSc2nnnn2C2CCCC2)c1	-16.4	42.5	3.9	2.2	-4.7	10.2	6.5	-13.2	-0.6	91.8	-1.6
C=C1N(c2cccc(Cl)c2)C(=O)OC1(C)C	72.0	10.5	4.4	2.7	-18.2	11.9	-10.8	8.6	1.7	100.6	-2.2
Cc1cc(N2CCC(N(C)C3CCCC3)CC2)nc2cc(O)ccc12	-2.9	22.0	2.5	0.0	9.0	6.6	3.2	20.6	0.2	104.6	-1.2
COc1ccc2nc(C)cc(SCC(=O)OC(C)C)c2c1	2.3	9.1	2.9	0.6	-4.1	20.1	0.8	39.8	1.7	93.8	-4.1
COc1ccc(C2/C(=C(/O)c3ccc(C)cc3)C(=O)C(=O)N2CCCN2CCOCC2)cc1 (centres undefined)	267.0	11.7	1.2	0.7	-6.5	14.3	7.0	41.8	0.6	105.5	-3.1

# More records
smiles	Mot1-301 SUMO	PfHsp90 yeast 2	phage Ecoli inh	AddAB inh	Tat transport	MOR-DOR inv ag	PKA-R1A act	Arr AP2 block	Ecoli viability	Pemphigus Ab inh	OPRM1-OPRD1 ag
Cc1ccsc1/C=N/N1CCN(Cc2ccccc2)CC1	-3.2	3.1	2.1	3.3	-4.7	7.4	-14.4	18.4	-0.3	101.8	-1.5
CC1CCCC(NC(=O)C2CCC(CNc3c(N4CCCCC4)c(=O)c3=O)CC2)C1C (centres undefined)	-1.4	-11.7	0.5	0.5	10.8	6.5	-2.6	1.0	-0.9	102.4	-1.2
CC1(C)CC2(C)OCCN2C(=S)N1 (centres undefined)	-12.9	-3.4	0.9&0.0	1.3	11.8	6.1	-0.3&-12.1	3.8	-1.5	101.3&107.5	-1.2
O=C(CN1CCc2cc3c(cc2C1)OCCCO3)Nc1c(F)cccc1F	-3.9	-158.1	-0.4	2.8	-2.8	9.4	-4.7	-8.9	0.9	104.1	-1.8
CCCc1c(O)c2ccccc2[nH]c1=O	0.3	-10.8	2.0	0.6	7.3	16.0	2.5	-0.6	-0.2	nt	-2.8
Cn1c(Cn2nnc3ccccc32)nnc1SCC(N)=O	-10.2	10.9	-0.7	0.6	3.8	22.1	-1.7	-3.4	-0.1	101.9	-3.9
CCOC(=O)N1CCN(C(=O)c2ccc(CS(=O)(=O)c3ccccc3OC)o2)CC1	nt	nt	3.7	0.2	-2.7	7.2	1.8	7.1	-0.6	86.8	-1.4
Cc1cc(C(=O)CSc2nnc(N)s2)c(C)n1CCc1ccc(F)cc1	3.7	nt	-0.3	-2.3	-2.9	3.5	2.0	5.3	-3.5	nt	-0.6
CN(c1ccc(C(=O)NCc2cccnc2)cc1)S(=O)(=O)c1ccc(Cl)cc1	5.4	-8.9	1.7	1.9	-0.8	6.4	1.0	0.2	-0.5	101.6	-0.9
C=CCn1c(SCCC(=O)O)nnc1-c1cccs1	1.2	0.4	1.7	1.3	2.9	6.2	-18.3	3.1	-0.8	nt	-1.5
CC(C)C[C@H]1CN([C@@H](CC(C)C)CN2CCC[C@@H]2CN2C(=O)C(=O)NC[C@@H]2Cc2ccccc2)C(=O)C(=O)N1CCc1ccccc1	nt	1.8	0.1	nt	4.5	7.3	-2.8	28.9	nt	98.9	-1.6
O=C(COc1ccccc1)Nc1ccc(CN2CCCCC2)cc1	9.4	nt	0.0	6.0	-9.4	10.8	-2.4	12.4	-1.1	115.1	-2.2
Cc1cc(OC(=O)c2c(C)cc(OC(=O)c3c(C)cc(O)cc3O)cc2O)cc(O)c1C(=O)O	83.9	-21.9	0.5	4.0	-0.4	7.5	-6.6	-9.3	1.5	97.3	-1.4
